Assay outcomes from PubChem.
DENV2 CPE = DENV2-induced cell death inhibition; 1.7% of 350,000 active; DENV2-infected cells, cytopathic effect rescue, plate reader; CPE inhibition, % at 9.99 µM; in the data active = CPE inhibition above about 20%, passing the limit was not always enough; inconclusive = no clear call, values can overlap the other calls; tested in BHK-21 cells;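 also: 0% = median of neutral control wells and 100% = median of positive control wells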
Xi reactivation = reactivates the inactive X chromosome in mouse fibroblasts. XiGFP mouse fibroblasts, % GFP-positive cells imaging, 3 d; cells co-treated with 5-aza-dC sensitizer; scaled so ellipticine positive control = 100%. activation, % at 7.58 µM. 0.055% of 360,000 active;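 active = mean normalized replicate activation at least 10% and every replicate at or above 10%; inconclusive = only one of the two criteria met; inactive = mean below 10% and not all replicates reach 10%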;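 also: 0% = median of on-plate neutral control wells and 100% = ellipticine 6 µM median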
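System: SV40-immortalized XiGFP fibroblast cells, line 68-5-11 / Incubation: 3-day compound exposure, then 15 min fixation at room temperature / Compound: single concentration per compound, delivered by pin transfer / Buffer or medium: DMEM plus 5-aza-dC sensitizer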
EWS-Fli block = blocks EWS/Fli oncoprotein-driven transcription | A673 NR0B1-luciferase reporter, viability-normalised | 0.67% of 350,000 active | AID 651661 | inhibition, % at 12.6 µM;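 active = mean inhibition of at least 50% after viability correction, with every replicate also passing that limit; inconclusive = mean reaches 50% but only one of two replicates passes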;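 also: firefly luciferase signal divided by Alamar Blue viability fluorescence both relative to DMSO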
ERp5 block = inhibitors of human ERp5; Q15084; ERp5 insulin aggregation, absorbance 650 nm, 90 min; inhibition, % at 9.99 µM; 0.05% of 350,000 active;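 active = mean replicate inhibition above about 25%, with every replicate also reaching it, limit read from the data, passing the limit was not always enough; inconclusive = only one of those two criteria met; inactive = neither criterion met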
Target sequence (Q15084 whole entry, looked up): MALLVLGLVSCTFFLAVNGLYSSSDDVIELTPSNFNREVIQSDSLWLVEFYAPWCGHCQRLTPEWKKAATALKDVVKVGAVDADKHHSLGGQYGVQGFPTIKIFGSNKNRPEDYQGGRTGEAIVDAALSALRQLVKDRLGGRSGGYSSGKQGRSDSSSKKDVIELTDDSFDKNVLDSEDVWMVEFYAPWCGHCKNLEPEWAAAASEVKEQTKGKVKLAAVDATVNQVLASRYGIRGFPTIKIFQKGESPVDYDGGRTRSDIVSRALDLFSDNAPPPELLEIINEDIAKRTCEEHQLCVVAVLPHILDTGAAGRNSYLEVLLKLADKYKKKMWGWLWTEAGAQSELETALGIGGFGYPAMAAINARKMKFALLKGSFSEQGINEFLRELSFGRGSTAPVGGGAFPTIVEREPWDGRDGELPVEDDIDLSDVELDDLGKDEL
PAX8 reporter = lowers PAX8-driven luciferase in RMG-I cells | AID 652154 | RMG-I TPO-luciferase reporter, SteadyGlo, 24 h | 1.2% of 360,000 active | inhibition, % at 12.6 µM;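 active = mean replicate inhibition at least 60% with every replicate also reaching 60%; inconclusive = only one of the two criteria is met; inactive = mean below 60% and not all replicates reaching 60%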;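 also: luciferase light reporting Pax8 driven TPO promoter activity; plate controls were median of neutral control wells for no effect and mitoxantrone controls for full effect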
CFTR F508del cor = correctors of CFTR F508del function in bronchial epithelial cells; CFBE cells, YFP halide quenching; stimulated with forskolin plus potentiator P3; % fluorescence drop versus neutral controls; activity (quench increase), % at 7.58 µM; 0.36% of 350,000 active; AID 720511;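 active = mean added fluorescence quench of at least 8% versus neutral control, with both replicates also reaching 8%; inconclusive = only one of the mean or replicate conditions met; inactive = mean below 8% and not both replicates reaching 8%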;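 also: cells transiently co-express mutant CFTR-F508del with the halide-sensitive YFP; corrector assay measuring rescue of mutant channel to the surface after 24 h compound exposure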
ARNT TACC3 PPI = disruptors of human ARNT/TACC3 interaction; Q9Y6A5; AlphaScreen His-ARNT PAS-B/GST-TACC3 binding, luminescence; TACC3 fragment carries E629A point mutation; inhibition, % at 9.99 µM; 0.66% of 390,000 active;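 active = mean inhibition of replicates at least 50% and at least half of replicates each reaching 50%; inconclusive = half or more replicates reach 50% but mean below 50%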;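 also: 0% = complete ARNT plus TACC3 wells and 100% = ARNT alone without TACC3; many hits fall short of the cut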
INS-1E GSIS act = GLuc luminescence reporter in INS-1E cells, primary screen for activators of glucose-dependent secretion of insulin; INS-1E GLuc reporter insulin secretion, 2-3 h; activation, % at 16.6 µM; 0.61% of 370,000 active;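 active = lowest replicate activation of at least 40%, so every replicate reaches that level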;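 also: 0% = median of neutral control wells and 100% = median of IBMX positive control wells; some compounds called inactive have numbers as strong as hits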
Active calls of the source: *; ? = inconclusive; · = no result given.

SMILES	DENV2 CPE	Xi reactivation	EWS-Fli block	ERp5 block	PAX8 reporter	CFTR F508del cor	ARNT TACC3 PPI	INS-1E GSIS act
C[C@H]1CN([C@@H](C)CO)C(=O)c2cc(NS(=O)(=O)c3ccccc3)ccc2O[C@@H]1CN(C)Cc1ccncc1	10	-1.0	-4	3	-14	-3.9	-3	-7
COc1ccc(/C=C/C(=O)O)cc1COc1ccccc1C	·	-0.1	·	·	16	·	-6	38
Cn1ccc(C(=O)N/N=C/c2ccccc2[N+](=O)[O-])n1	8	0.0	-56	4	-57	0.3	-1	-3
CCN(C(=O)CN1CCN(Cc2ccccc2)CC1)c1c(N)n(Cc2ccccc2)c(=O)[nH]c1=O	10	0.0	-14	4	-5	-2.4	-5	-18
O=C(COc1ccccc1)Nc1ccc2[nH]c(=O)[nH]c2c1	5	0.0	2	-1	4	-0.7	-7	-4
C[C@H](NC(=O)C[C@H]1CC[C@H](NC(=O)c2cccnc2)[C@H](CO)O1)c1ccccc1	-6	0.5	4	2	6	1.1	-5	-4
COC(=O)c1cc2ccccc2n1S(=O)(=O)c1ccccc1	1	0.0	12	1	19	-0.9	-3	21
CC(=O)N1CCN(c2ccccc2NC(=O)COc2ccccc2C)CC1	7	0.4	-2	-5	21	4.5	0	30
CN1CCN(c2nc3c(c(=O)[nH]c(=O)n3C)n2Cc2ccc(Cl)cc2)CC1	-6	-0.1	17	1	5	2.2	-3	-2
CC(C)NC(=O)N1CC(=O)N2[C@H](CO)[C@@H](c3ccc(/C=C/c4ccccc4)cc3)[C@@H]2C1	8	0.1	0	-3	6	-2.3	·	-3
Cc1ccc(CSCCNC(=O)CN(c2ccccc2)S(C)(=O)=O)cc1	?	0.1	0	-5	6	-1.4	-8	5
CN1CCN(C(=O)c2cc([N+](=O)[O-])cc([N+](=O)[O-])c2)CC1	-5	0.0	3	-2	-6	-1.5	-1	0
O=S(=O)(NCC[C@H]1CC[C@H](NS(=O)(=O)c2cccc(F)c2)[C@@H](CO)O1)c1cccc(F)c1	7	-0.2	9	1	0	1.5	·	-9
COc1ccccc1NC(=O)/C(C#N)=C/c1cccnc1	1	0.0	-1	12	9	2.1	-4	3
O=C(COC(=O)c1ccccc1Cc1ccccc1)Nc1ccc(SC(F)F)cc1	·	-0.1	-142	8	31	-0.3	-3	·
O=C(Nc1ccc2c(c1)[C@H]1C[C@H](CC(=O)N3CCOCC3)O[C@@H](CO)[C@H]1O2)NC1CCCC1	7	0.1	-1	3	-1	1.6	-4	12
Cc1ccc(S(=O)(=O)N2CCCCC2)cc1NC(=O)C1CCCO1 (stereo not drawn)	8	0.0	1	1	-6	2.5	4	0
O=C(Cn1cc([N+](=O)[O-])cn1)N1CCc2ccccc2C1	2	-0.2	-6	7	11	-3.4	4	4
OC(c1ccccc1)(c1ccccc1)C1CCN(C(=S)Nc2ccc(F)cc2)CC1	-2	-0.3	8	3	-6	-1.1	6	-20
COCC#Cc1cnc2c(c1)C(=O)N([C@@H](C)CO)C[C@H](C)[C@H](CN(C)Cc1ccccc1F)O2	-5	-0.6	4	0	·	2.0	-1	16
Cc1cc(C(=O)NNC(=S)NCC(C)C)cs1	4	0.0	12	-4	-1	·	-10	-7
CC(=O)N/C(=N\c1nc(C)cc(C)n1)Nc1ccc(Cl)cc1Cl	0	0.3	4	-1	-2	1.5	-13	15
CC(C)(C)C(=O)Nc1ccccc1-c1nc2ccccc2[nH]c1=O	-1	0.0	9	-4	11	-1.3	4	2
O=C(Nc1cccc([N+](=O)[O-])c1)Nc1cnccn1	-8	0.1	·	4	22	-0.2	-8	17
CN(C)C(=O)CCC(=O)N1CCCC(C(=O)c2ccc(C(F)(F)F)cc2)C1 (stereo not drawn)	-1	0.1	-6	-10	16	-0.6	-3	5
C#Cc1ccc2c(c1)COc1c3ccccc3nn1-2	-10	-0.1	-58	-5	-179	1.4	-2	6
O=C(NNc1ccccc1[N+](=O)[O-])NC1CCCCC1	0	0.1	14	5	4	0.2	8	-7
NCC[C@H]1CC[C@H](NC(=O)NC2CCCCC2)[C@@H](CO)O1	4	0.5	4	-1	-8	-4.2	18	1
COC(=O)[C@]12C[C@H](CC(=O)NCCC(C)C)C(=O)N(CCC3=CCCCC3)C1=C[C@H](COCc1ccccc1)O[C@@H]2C	-4	0.1	6	-2	-21	-0.2	·	·
O=C(COC(=O)C1CC(=O)N(Cc2ccccc2)C1)Nc1ccc([N+](=O)[O-])cc1Br (stereo not drawn)	2	-0.1	-4	-11	-4	0.3	·	·
CN(C)c1ccc(C(=O)N2CCCC(CCC(=O)N3CCN(c4ccccn4)CC3)C2)cc1 (stereo not drawn)	-4	0.0	·	5	1	1.1	-1	-4
O=C(CN1CCC(O)(c2ccccc2)CC1)Nc1ccc2c(c1)OCCO2	·	0.2	-16	0	-1	-0.7	-10	12
NC1=NC(=O)/C(=C/c2ccccc2OS(=O)(=O)c2ccccc2)S1	·	-0.1	·	·	-1	·	-3	16
COc1ccc(S(=O)(=O)NCC2CCCN(Cc3ccc(C)o3)C2)cc1 (stereo not drawn)	2	0.5	5	-10	-8	0.3	-3	·
O=[N+]([O-])c1cccc(/C=C/c2ccncc2)c1	-4	0.1	-13	-1	7	0.0	0	-8
O=C(CN1C(=O)/C(=C/c2ccccc2)SC1=S)Nc1cccnc1	·	0.0	-10	2	8	0.9	·	-11
Cc1n[nH]c(=O)c2c(NC(=O)CSc3nc4ccccc4c(=O)n3-c3ccc(OC(F)F)cc3)oc(C)c12	3	0.1	-1	-2	7	-0.5	-1	1
CCCCn1c(N)c(N(CCC(C)C)C(=O)CCN2C(=O)C3CC=CCC3C2=O)c(=O)[nH]c1=O (stereo not drawn)	-2	0.0	2	-2	0	1.2	-3	12
COc1ccc(-n2c(=O)c(CCC(=O)N(C)Cc3cccs3)nc3ccccc32)cc1	16	0.0	4	6	28	-1.4	1	-37
CC[n+]1ccccc1/C=C1\Sc2ccc(C)cc2N1C	-1	0.5	55*	4	42	0.7	-1	-60
Clc1ccc(Cl)c(OCCCCN2CCNCC2)c1	14	0.0	5	-5	27	-0.4	12	-3
COc1ccc(NC(=O)CSc2nc3c(c(=O)n2-c2ccc(F)cc2)SCC3)cc1	16	0.0	1	0	7	-2.0	0	·
CC1(C)OC(=O)C2=C(C[C@@H](C3CCCCC3)O[C@H]2c2ccccc2)O1	18	0.3	13	-12	-6	1.6	·	9
NS(=O)(=O)c1ccc2nc(NC(=O)c3ccncc3)sc2c1	7	0.1	-18	0	-54	1.7	-1	13
Cc1noc(C)c1NC(=O)N(C)C[C@H]1Oc2ccc(NS(=O)(=O)c3c(C)noc3C)cc2CC(=O)N([C@@H](C)CO)C[C@@H]1C	1	0.0	0	9	-34	-1.9	-13	4
Cc1ccccc1NC(=O)Nc1ccc2c(c1)C(=O)N(C)[C@H]1CC[C@H](CC(=O)NCC3CC3)O[C@H]1CO2	-1	0.5	4	-1	2	2.0	7	-7
O=[N+]([O-])c1ccc(CN2CCN(c3ccc(F)cc3)CC2)o1	1	0.0	0	2	2	1.9	-16	-12
Cc1cccc(NC(=O)CSc2cccc3cccnc23)c1	1	0.0	14	6	-23	-0.6	57*	-11
C[C@@H]1CCCCO[C@@H](CN(C)Cc2ccc(C(F)(F)F)cc2)[C@@H](C)CN([C@H](C)CO)C(=O)c2cc(NC(=O)Nc3ccc4c(c3)OCO4)ccc2O1	0	0.2	-8	-1	-6	1.5	-8	0
COC(=O)C1=C(C)N(Cc2ccccc2C(F)(F)F)C(=NCc2ccc(C(F)(F)F)cc2)NC1c1cccc(Cl)c1 (stereo not drawn)	0	-0.1	11	4	12	0.1	·	·
C[C@H](NC(=O)C[C@H]1C[C@H]2c3cc(NC(=O)NC4CCCCC4)ccc3O[C@H]2[C@@H](CO)O1)c1ccccc1	-3	0.5	4	-7	-12	1.8	-6	14
COCCn1c(SCC(=O)N2CCCCC2)nc2ccccc2c1=O	?	·	-7	10	·	-1.1	-8	14
O=C(CNS(=O)(=O)c1c(Cl)cccc1Cl)OCc1csc(-c2ccccc2)n1	-3	-0.1	1	2	-9	·	-17	-8
CCN(CC)C(=O)[C@H]1CC(CC(=O)NCCc2ccccn2)C(=O)N2CCc3c([nH]c4ccccc34)[C@]12C (stereo partly drawn)	-4	0.1	-6	-5	2	2.7	0	10
O=C(Nc1nnc(-c2ccc(F)cc2)s1)Nc1ccccc1F	-2	0.0	-22	-1	-20	1.2	·	14
N#Cc1cccc(NC(=O)CCNC(=O)c2ccccc2Cl)c1	16	0.1	-3	2	30	-4.0	-7	-13
O=C(CN1C(=O)NC2(CCCCC2)C1=O)Nc1ccc2[nH]c(=O)[nH]c2c1	-16	0.6	-2	4	-2	-0.3	-13	12
Cc1cccc(C)c1NC(=O)C(c1ccccc1OC(F)(F)F)N1CCN(C/C=C/c2ccccc2)CC1 (stereo not drawn)	9	-0.1	2	4	8	4.5	·	-22
COc1cc(OC)c2c(-c3ccccc3)cc(=O)oc2c1C(CC(=O)N1CCN(c2ccccc2)CC1)c1ccc(N(C)C)cc1 (stereo not drawn)	0	-0.1	-2	-2	19	-2.6	-3	10
Cc1nnc(-c2ccc(Oc3ccc(Cl)cc3)c([N+](=O)[O-])c2)o1	-5	-0.1	11	2	-3	·	0	-10

An excerpt from above in order of their number in CFTR F508del cor, ascending:
structure,CFTR F508del cor
COc1cc(OC)c2c(-c3ccccc3)cc(=O)oc2c1C(CC(=O)N1CCN(c2ccccc2)CC1)c1ccc(N(C)C)cc1 (stereo not drawn),-2.6
COCCn1c(SCC(=O)N2CCCCC2)nc2ccccc2c1=O,-1.1
O=C(CN1C(=O)NC2(CCCCC2)C1=O)Nc1ccc2[nH]c(=O)[nH]c2c1,-0.3

Following part
SMILES	DENV2 CPE	Xi reactivation	EWS-Fli block	ERp5 block	PAX8 reporter	CFTR F508del cor	ARNT TACC3 PPI	INS-1E GSIS act
CC(C)c1nnc(NC(=O)c2cccs2)s1	0	0.1	-55	12	-150	-0.8	-1	·
O=C(c1cnn2c(C(F)(F)F)cc(-c3ccc(F)cc3)nc12)N1CCc2ccccc2C1	0	0.0	·	0	8	-0.8	-4	-9
Fc1cccc(Cl)c1-c1nnc2ccc3ccccc3n12	0	0.0	-40	4	1	1.0	·	6
c1ccc(SCc2nc(-c3ccncc3)no2)cc1	11	·	-75	-1	·	-0.1	-28	7
CCS(=O)c1ccccc1C(=O)OC(C)C(=O)Nc1ccc(S(=O)(=O)N2CCCC2)cc1 (stereo not drawn)	1	-0.1	3	-10	12	0.8	-10	-6
CCOc1ccc(N(C)C(=O)CCc2nnc3ccc(N4CCCC4)nn23)cc1	1	0.0	-6	-5	-2	-1.1	·	0
Cc1cc(=O)n(-c2ccccc2Cl)[nH]1	·	0.1	5	0	0	1.6	-2	2
COc1ccc2c3c([nH]c2c1)[C@@H](CO)N(C(=O)C1CCCCC1)CC31CCN(S(C)(=O)=O)CC1	?	0.3	-7	1	·	-1.4	·	7
CC(=O)c1ccc(-c2cnc3c(NC=O)cc(-c4cccc(NS(C)(=O)=O)c4)cn23)cc1	1	0.2	1	0	50	-2.0	·	5
